Yp Topo-I inh: Yersinia pestis topoisomerase I inhibitors, primary screen, biochemical, cleavage product accumulation, plate reader, single point; actives 0.064% (n = 360,000); DNA topoisomerase I (Yersinia pestis CO92); Y. pestis Topo-I cleavage product accumulation; activity, % at 10 µM; in the data active = activity above about 50%, passing the limit was not always enough; also: inactives centre near 2
TcdB inh: TcdB glycohydrolase inhibitors, primary screen, biochemical, single point, plate reader; Toxin B (Clostridioides difficile), P18177; inhibition, % at 9.99 µM; TcdB glycohydrolase enzymatic assay; AID 652162, 2013; actives 0.24% (n = 350,000); in the data active = inhibition above about 10%
FBA Mtb inh: Mtb FBA enzyme inhibitors, primary screen, biochemical, fluorescence, strain H37Rv | purified M. tuberculosis FBA, fluorescence read-out | inhibition, % at 1 µM | actives 2.3% (n = 360,000) | AID 588726, 2011; in the data active = inhibition above about 27%;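 also: 0% = vehicle and 100% = reference inhibitor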
Target sequence (P9WQA3 whole entry, looked up): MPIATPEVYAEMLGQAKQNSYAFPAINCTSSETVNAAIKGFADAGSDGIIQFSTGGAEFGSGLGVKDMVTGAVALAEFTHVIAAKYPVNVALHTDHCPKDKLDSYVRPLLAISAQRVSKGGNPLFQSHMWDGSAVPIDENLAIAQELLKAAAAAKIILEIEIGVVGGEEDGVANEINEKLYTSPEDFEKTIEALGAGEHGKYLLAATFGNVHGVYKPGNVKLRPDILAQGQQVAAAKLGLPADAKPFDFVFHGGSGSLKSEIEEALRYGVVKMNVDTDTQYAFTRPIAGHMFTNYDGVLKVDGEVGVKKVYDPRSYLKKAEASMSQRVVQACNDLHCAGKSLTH
UGM FP inh: M. tuberculosis UGM enzyme inhibitors, primary screen, biochemical, fluorescence polarization, single point; inhibition, % at 10 µM; actives 0.06% (n = 320,000); purified UGM, fluorescence polarization probe displacement; AID 504406, 2011; in the data active = inhibition above about 10%, passing the limit was not always enough
Target sequence (P9WIQ1 whole entry, looked up): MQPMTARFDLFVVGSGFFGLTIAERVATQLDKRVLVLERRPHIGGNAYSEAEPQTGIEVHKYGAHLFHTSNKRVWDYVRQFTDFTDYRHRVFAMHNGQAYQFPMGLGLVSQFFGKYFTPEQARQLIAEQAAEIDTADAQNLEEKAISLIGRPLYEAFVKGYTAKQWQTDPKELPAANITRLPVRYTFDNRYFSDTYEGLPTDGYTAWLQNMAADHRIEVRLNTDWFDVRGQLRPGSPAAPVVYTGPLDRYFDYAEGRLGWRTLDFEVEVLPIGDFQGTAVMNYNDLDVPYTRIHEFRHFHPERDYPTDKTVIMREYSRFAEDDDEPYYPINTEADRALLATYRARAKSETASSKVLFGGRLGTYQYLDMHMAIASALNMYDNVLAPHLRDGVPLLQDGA
GDH-TPI inh: GDH-TPI coupling enzyme inhibitors, primary screen, artefact control for M. tuberculosis FBA inhibitor project, biochemical, absorbance, full deck; GDH-TPI coupled enzyme counterscreen, NADH absorbance; inhibition, % at 4.8 µM; actives 1.2% (n = 360,000); in the data active = inhibition above about 30%;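 also: 0% = DMSO wells and 100% = wells lacking the enzyme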
PfHsp40 rescue: rescue of yeast from PfHsp40 toxicity, primary screen, S. cerevisiae, ATP luminescence. S. cerevisiae expressing PfHsp40, growth rescue. AID 504582, 2011. actives 0.68% (n = 340,000). growth rescue, % at 12.5 µM; in the data active = growth rescue above about 28%, passing the limit was not always enough;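 also: yeast W303a lacking pdr1 and pdr3 grown in galactose medium; growth measured after three days at 30 °C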
Mtb BioA inh: M. tuberculosis BioA enzyme inhibitors, primary screen, biochemical, plate reader, single point, HTS. 7,8-diaminopelargonic acid synthase BioA (Mycobacterium tuberculosis). purified M. tuberculosis BioA enzyme. inhibition, % at 9.99 µM. actives 0.096% (n = 360,000); in the data active = inhibition above about 40%
Vc quorum ag: inducers of Vibrio cholerae quorum light production without autoinducers, primary screen, BH1578 luxS cqsA deficient, single point. activation, % at 18.7 µM. AID 588436, 2011. V. cholerae BH1578 lux reporter, luminescence, 6 h. actives 0.16% (n = 350,000); in the data active = activation mostly above about 9.7%, no sharp cut-off; also: not every result past the cut was called active; inactives centre near 0; reference of the scale not given here
FadD28 binding: inhibitors of FadD28 bisubstrate probe binding, primary screen, biochemical, fluorescence polarization, single point. AID 588549, 2011. actives 0.22% (n = 360,000). Mycobacterium tuberculosis FadD28 fatty-acid-AMP ligase. inhibition, % at 12.5 µM; in the data active = inhibition above about 8.5%, passing the limit was not always enough
* = called active by the depositor; i = inactive; nt = no result given.

Preview:
No.	compound	Yp Topo-I inh	TcdB inh	FBA Mtb inh	UGM FP inh	GDH-TPI inh
1	Cc1ccccc1-[n+]1c(-c2ccccc2)cc(-c2ccccc2)cc1-c1ccccc1	15	0.6	12	0.6	18
2	COc1ccc(NC(=O)CN(C)CC(=O)NC2CCCCC2C)cc1 (centres undefined)	1	0.3	-1	-0.8	-2
3	COc1ccc(NC(=O)COC(=O)C23CC4CC(CC(Cl)(C4)C2)C3)c(OC)c1	20	1.1	0	-1.4	11

No.	PfHsp40 rescue	Mtb BioA inh	Vc quorum ag	FadD28 binding
1	4.9	1.4	i	-0.6
2	1.3	-1.0	-0.5	-3.0
3	-0.2	0.9	i	0.4

The whole of this part, from the start:
No.	compound	Yp Topo-I inh	TcdB inh	FBA Mtb inh	UGM FP inh	GDH-TPI inh
1	Cc1ccccc1-[n+]1c(-c2ccccc2)cc(-c2ccccc2)cc1-c1ccccc1	15	0.6	12	0.6	18
2	COc1ccc(NC(=O)CN(C)CC(=O)NC2CCCCC2C)cc1 (centres undefined)	1	0.3	-1	-0.8	-2
3	COc1ccc(NC(=O)COC(=O)C23CC4CC(CC(Cl)(C4)C2)C3)c(OC)c1	20	1.1	0	-1.4	11
4	CCCN(CCC)S(=O)(=O)c1cccc(C(=O)Nc2ccc3c(c2)OCO3)c1	24	nt	0	-1.5	8
5	COc1ccc(N2CCN(c3nc(Cl)nc(Nc4ccc(F)cc4)n3)CC2)cc1	1	nt	-1	3.5	-5
6	C=CCc1cccc2cc(C(=O)N(C)C)c(=O)oc12	5	0.9	3	-2.7	4
7	CN1CCc2c(c(N3CCCCC3)nc3n[nH]c(N)c23)C1	5	nt	-1	-0.6	1
8	Cc1c(NCc2ccncc2)cccc1C(=O)O	1	0.0	3	-1.8	2
9	COc1ccc(OCC(O)CNC2CCCC2)cc1 (centres undefined)	-6	0.0	-1	5.9	-3
10	Oc1ccccc1N1CCN(c2nc(-c3cccs3)nc3ccccc23)CC1	-1	-0.5	1	-1.9	16

No.	PfHsp40 rescue	Mtb BioA inh	Vc quorum ag	FadD28 binding
1	4.9	1.4	i	-0.6
2	1.3	-1.0	-0.5	-3.0
3	-0.2	0.9	i	0.4
4	0.7	-1.1	i	-0.4
5	-0.2	nt	-0.4	-4.2
6	-0.4	-1.0	-0.3	-3.9
7	-0.7	nt	i	-2.7
8	-1.6	-2.5	-1.5	0.3
9	-1.3	0.3	i	-2.9
10	1.7	nt	i	-2.3

Additional records:
No.	compound	Yp Topo-I inh	TcdB inh	FBA Mtb inh	UGM FP inh	GDH-TPI inh
11	Cc1ccc2nc(SCc3ccccc3)c(C=O)c(=O)n2c1	-4	1.4	2	1.2	6
12	COc1ccc(-c2nn(-c3ccccc3)cc2CNC[C@H]2O[C@@H](n3cnc(C(N)=O)n3)[C@H](O)[C@@H]2O)cc1	0	0.6	3	nt	10
13	Cc1ccc(S(=O)(=O)N2[C@@H](c3cccc(Cl)c3)C(C(=O)O)=CC[C@H]2c2cccc(Cl)c2)cc1	20	-0.3	-1	0.0	9
14	O=S1(=O)C=C(Oc2ccc(F)cc2)c2ccccc21	11	nt	1	4.3	0
15	CNc1cc([N+](=O)[O-])ccc1N/C=C/C(=O)c1cccs1	0	nt	-6	2.4	21
16	O=C(c1ccc(Br)o1)N(c1ccccn1)C1CCCCC1	-3	nt	1	1.9	4
17	CCOc1ccc(C(C)=O)cc1CN1C(=O)c2ccccc2S1(=O)=O	5	0.3	0	0.0	-6
18	COc1ccc(NCc2nnc(SCC(=O)c3ccc(OC)cc3)n2C)cc1	-2	nt	-2	2.1	11
19	COc1cc(C(C)=O)ccc1Oc1ncnc2c1cnn2-c1ccc(C)c(C)c1	26	nt	-1	nt	10
20	Cc1ccc(NS(=O)(=O)c2ccc(NC(=O)c3ccc(-c4ccccc4)cc3)cc2)c(C)c1	5	nt	-2	1.0	11

No.	PfHsp40 rescue	Mtb BioA inh	Vc quorum ag	FadD28 binding
11	0.8	nt	-0.4	-1.9
12	1.1	0.9	i	0.6
13	12	2.8	-0.2	14*
14	-0.9	0.7	-0.3	-0.4
15	0.5	2.0	-0.7	-1.6
16	-1.0	3.7	-0.3	0.3
17	0.1	15	0.6	-1.0
18	-0.1	-2.7	-1.8	3.1
19	-1.5	-0.4	0.4	-2.7
20	-1.3	-2.0	6.7	-2.1

(list continues)
No.	compound	Yp Topo-I inh	TcdB inh	FBA Mtb inh	UGM FP inh	GDH-TPI inh
21	Cc1ccc(NC(=O)c2cc(NC(=O)c3ccco3)ccc2N2CCOCC2)cc1Cl	-3	nt	3	-1.3	7
22	CC(N=c1ccccn1C(=O)Nc1ccc(F)cc1)c1ccco1 (centres undefined)	9	0.4	0	0.5	-2
23	O=C(NC1CCCC1)C(c1cccs1)N(Cc1ccco1)C(=O)Cn1nnc(-c2cccs2)n1 (centres undefined)	-2	1.3	-3	2.3	-4
24	CCOc1ccc(C2C(C(=O)c3ccc(C)o3)=C(O)C(=O)N2CCCN(CC)CC)cc1 (centres undefined)	5	0.9	-1	-0.3	-6
25	Cc1ccc(C)c(N(CC(=O)N2CCc3ccccc3C2)S(C)(=O)=O)c1	5	0.8	-1	0.9	7
26	C=CCn1c(O)c(C=NCCN(C)C)c(=O)[nH]c1=O	-1	nt	1	-2.4	11
27	CN(C)S(=O)(=O)c1ccc(Cl)c(C(=O)NNC(=O)c2ccc3c(c2)OCO3)c1	-7	-1.1	5	0.7	-1
28	NCCNC(=O)c1ncsc1-c1cccc(F)c1	0	-0.4	2	-0.1	2
29	O=C(CCOc1ccccc1)Nc1cccc(S(=O)(=O)Nc2ccccc2Cl)c1	4	-0.6	1	-3.7	11
30	COc1cc2c(cc1OC)C(c1ccc(Cl)cc1)=NCC2	6	0.6	-1	2.0	11

No.	PfHsp40 rescue	Mtb BioA inh	Vc quorum ag	FadD28 binding
21	0.3	1.3	i	1.0
22	-1.9	-0.3	-1.9	-0.4
23	0.1	-2.8	-15	-0.4
24	0.4	-0.1	i	-4.4
25	0.8	0.8	0.8	-3.5
26	-1.8	-1.1	-5.9	-1.6
27	1.2	-1.5	-5.7	nt
28	0.7	0.1	i	-1.4
29	2.4	nt	-3.3	1.3
30	-0.5	1.9	i	-0.6

Carrying on:
No.	compound	Yp Topo-I inh	TcdB inh	FBA Mtb inh	UGM FP inh	GDH-TPI inh
31	NC(=O)C1CCCN(C(=O)c2[nH]c(C(F)(F)F)nc2-c2ccccc2)C1 (centres undefined)	nt	-0.4	2	nt	nt
32	COc1ccc(C2C(C(=O)c3ccc(C)o3)=C(O)C(=O)N2c2cc(C)on2)cc1OC (centres undefined)	-7	nt	-5	0.9	3
33	CCOC(=O)C1CCCN(C(=O)c2sc(-c3ccccc3)nc2C)CC1 (centres undefined)	15	1.8	3	nt	4
34	CN(C1CCS(=O)(=O)C1)S(=O)(=O)c1ccccc1[N+](=O)[O-] (centres undefined)	3	0.5	0	0.7	0
35	CCNc1nc(NCc2ccccc2)nc(SCC(=O)Nc2ccccc2)n1	19	nt	0	-2.9	6
36	CN(C)C(=O)N1CCCC(C(=O)NCc2ccccc2Cl)C1 (centres undefined)	1	nt	-1	0.0	3
37	CCOc1ccc(S(=O)(=O)NCc2cccnc2)cc1NC(=O)c1ccccc1F	-2	1.2	3	0.1	2
38	CCOC(=O)C1CC2=C(CC(C)(C)CC2=O)N(CCOC)C1=O (centres undefined)	3	0.6	-3	nt	2
39	NS(=O)(=O)c1ccc(NC(=S)N2CCN(Cc3ccc(Cl)c(Cl)c3)CC2)cc1	14	1.1	-4	2.1	-1
40	CC(=O)Nc1ccc(S(=O)(=O)Nc2ccc(Cl)cn2)cc1	-1	-0.7	-2	-3.3	1

No.	PfHsp40 rescue	Mtb BioA inh	Vc quorum ag	FadD28 binding
31	nt	-0.4	nt	-4.3
32	-0.2	0.3	nt	-2.0
33	nt	6.0	i	1.9
34	-0.2	-1.3	-0.5	-1.7
35	0.8	nt	-0.2	-0.2
36	-0.8	nt	1.6	-1.4
37	-1.4	-1.5	i	-1.4
38	13	0.4	-1.4	-3.1
39	-0.3	nt	-0.3	-6.7
40	-1.0	-2.8	i	-4.5

Later entries:
No.	compound	Yp Topo-I inh	TcdB inh	FBA Mtb inh	UGM FP inh	GDH-TPI inh
41	O=C1CC(c2ccc(S(=O)(=O)N3CCCCC3)cc2)CN1 (centres undefined)	4	nt	1	0.4	-10
42	CCCCN(C)C(=O)C1CCN(C/C(C)=C/c2ccccc2)CC1	8	nt	2	-3.6	-6
43	O=C(/C=C/c1ccc2c(c1)OCO2)N1CCN(c2ccc(Cl)cc2)CC1	14	0.4	0	-1.4	5
44	CCCN(C(=O)CCNC(=O)Cn1cnc2ccccc2c1=O)c1cccc(Cl)c1	18	nt	0	3.9	0
45	CC(C)C[C@H]1CNC(=S)N1C[C@H]1CCCN1C[C@H](CC(C)C)N1C[C@H](Cc2ccccc2)N(CCc2ccccc2)C1=S	nt	2.2	4	nt	nt
46	O=C(Nc1cccc2ncccc12)C12CC3CC(CC(C3)C1)C2	3	nt	0	-0.2	-6
47	O=C(CN1C(=O)C2C3C=CC(C3)C2C1=O)N1CC(=O)N(CCc2ccccc2)C(=O)C1 (centres undefined)	-2	nt	0	-4.5	-2
48	Cc1cc(C)n(Cc2ccc(C(=O)NCCC3=CCCCC3)o2)n1	16	nt	1	-0.9	2
49	Cc1ccc(NC(=S)NC2CCN(Cc3ccccc3)CC2)c(C)c1	-2	1.4	3	-3.8	6
50	Cc1cccc2c(=O)cc(C)n(Cc3ccccc3)c12	-6	1.2	-2	0.0	7

No.	PfHsp40 rescue	Mtb BioA inh	Vc quorum ag	FadD28 binding
41	-1.2	-0.4	0.0	-4.9
42	0.3	-2.4	-0.4	-3.7
43	5.7	nt	-0.2	-0.7
44	3.7	0.0	-0.6	-2.2
45	nt	-0.3	nt	-3.3
46	-1.4	-5.4	i	-1.4
47	0.1	-1.0	-3.2	-2.8
48	-0.1	1.1	-5.0	-0.4
49	0.0	nt	-0.3	-2.0
50	-0.5	nt	-0.2	-1.8

(continued)
No.	compound	Yp Topo-I inh	TcdB inh	FBA Mtb inh	UGM FP inh	GDH-TPI inh
51	O=C(Cc1ccc(Br)cc1)N1CCN(Cc2ccccc2)CC1	39	nt	0	-4.0	2
52	CCC(C)N1C(=O)CN(C2CCCCCC2)C(=O)C1c1ccccc1F (centres undefined)	4	1.1	-4	-0.4	3
53	CC(=O)O[C@H]1CCC2C3CC[C@H]4[C@@H](O)[C@H](O)CC[C@]4(C)C3CC[C@@]21C (some centres undefined)	-4	1.6	3	nt	-5
54	CN=C1S/C(=C\c2ccc(O)c(Br)c2)C(=O)N1C	-7	1.1	-3	3.9	9
55	O=C(Cc1ccc(Cl)cc1)Nc1ccc2oc(-c3ccncc3)nc2c1	0	nt	11	3.4	9
56	COc1ccc2c(c1)OC1=C(C(=O)CCC1)C2C1=C(O)CCCC1=O (centres undefined)	-2	nt	0	0.3	4
57	CN1C(=O)C(CC(=O)Nc2ccc(F)cc2)N(Cc2cccs2)C1=S (centres undefined)	-1	6.6	-2	2.6	-3
58	NC(=O)COC(=O)c1cc(S(=O)(=O)N2CCN(c3ccccc3)CC2)ccc1Cl	6	0.1	0	-1.1	2
59	CCOc1ccc(C(=O)NCC(=O)NNC(=O)CN(C)S(=O)(=O)c2ccc(Cl)cc2)cc1	-3	1.0	4	-1.7	7
60	COC(=O)Nc1nc(-c2ccc(F)cc2)c(C)s1	-10	1.6	0	1.4	6
61	C(=N\Nc1nc2ccccc2[nH]1)/c1c[nH]c2ccccc12	-19	nt	0	3.2	19
62	Cc1ccc(CC(=O)O/N=C(\N)c2ccccn2)cc1	0	0.2	-4	-1.1	-7

No.	PfHsp40 rescue	Mtb BioA inh	Vc quorum ag	FadD28 binding
51	0.7	10	i	0.2
52	-1.0	nt	i	0.3
53	0.8	nt	-1.0	0.1
54	16	4.6	i	-0.2
55	0.8	-0.3	-3.6	-2.9
56	-0.1	-3.0	i	-3.0
57	0.4	2.8	-0.2	-5.6
58	1.3	nt	0.1	-1.0
59	-1.4	0.5	0.8	-0.5
60	-0.5	-1.3	i	-1.1
61	0.3	nt	-0.4	4.0
62	-1.4	-0.9	0.3	-4.2

Rows are unselected; 4.6% or so of the library scored in one or more.
